PKA-R1A activ – PKA-R1A complex activation; P00514+P68181; PKA-R1A dissociation, Cy5-IP20 fluorescence polarization; scaled: DMSO 0%, 113 µM cGMP 100%; activation, % at 11.4 µM; 340,000 compounds, 0.083% hits;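 active = percent activation above the mean of all tested compounds plus 3 SD, cut at about 19% in these data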;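 note: higher means more PKAc released from R1A so a rise in polarization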
Arrestin-AP2 inh – inhibitors of human beta-arrestin and AP2 interaction; FITC-arrestin peptide / GST-AP2 beads, flow cytometry; AP2 beta2 appendage carries R879A mutation; inhibition, % at 10 µM; 340,000 compounds, 0.31% hits; AID 504490;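 active = inhibition above a set limit, near 3 SD of compounds lacking own fluorescence, cut at about 54% in these data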;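 note: plate controls were DMSO wells for no effect and 5 µM unlabelled arrestin peptide for full effect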
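Measured by: flow cytometry, FL1 (488/535 nm); Material: AP2 appendage R879A on GSH beads; Evaluation: percent response; Timing: pre-incubation 12 min, peptide binding 1 h, room temperature; Also added: 50 nM FITC-arrestin peptide; Medium: PBS with 0.05% Tween 20 and 0.1% BSA.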
V-ATPase pHluor – yeast V-ATPase proton transport regulation by pHLuorin. S. cerevisiae, pHLuorin cytosolic pH fluorescence. response, % at 10 µM. 350,000 compounds, 0.37% hits. AID 504577; in the data active = response mostly above about 7.3%, no sharp cut-off; inactive = mostly below about 5.4%; note: actives read high; inactives centre near 0; some compounds called inactive have numbers as strong as hits; reference of the scale not given here
HTR5A inv ag – inverse agonist of human HTR5A in OPRM1-OPRD1 counter-screen; P47898; HTR5A cell line, luminescence, inverse agonism; inhibition, % at 9.3 µM; 340,000 compounds, 0.083% hits; in the data active = inhibition mostly above about 23%, no sharp cut-off; inactive = mostly below about 18%;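 note: 0% = cells with DMSO and 100% = no-cell wells with DMSO; some compounds called inactive have numbers as strong as hits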
Pemphigus Ab inh – human desmoglein-3 autoantibody binding inhibition. binding (percent of control), % at 10 µM. P32926. DSG3-coupled beads, scFv-anti-DSG3-GFP binding, flow cytometry; active compounds read low. 310,000 compounds, 0.48% hits;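 active = binding more than 3 SD below its plate's average and above zero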;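 note: hits lower antibody fragment binding to DSG3; some compounds called inactive have numbers as strong as hits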
PKA-R2B activ – activates the human PKA-R2B holoenzyme complex; PKA-R2B holoenzyme dissociation, Cy5-IP20 fluorescence polarization; R2B truncated from residue 108, S112A mutant; 0% DMSO only, 100% 113 µM cGMP; AID 504700; activation, % at 11.4 µM; 340,000 compounds, 0.079% hits; P22694+P31323;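 active = activation above a cutoff set at the mean over all compounds plus 3 SD, cut at about 18% in these data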;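 note: higher means more holoenzyme dissociation and a rise in polarization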
OPRM1-OPRD1 ag – agonists of human mu-delta opioid receptor heterodimerization; activation, % at 9.3 µM; 340,000 compounds, 0.3% hits; AID 504326; cells, OPRM1-OPRD1 heterodimerization, luminescence; P35372+P41143; in the data active = activation above about 18%;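 note: 0% = vehicle-treated cells and 100% = reference agonist; values of inactives mirror those of a sister screen read the other way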
Target sequence (P35372 whole entry, looked up): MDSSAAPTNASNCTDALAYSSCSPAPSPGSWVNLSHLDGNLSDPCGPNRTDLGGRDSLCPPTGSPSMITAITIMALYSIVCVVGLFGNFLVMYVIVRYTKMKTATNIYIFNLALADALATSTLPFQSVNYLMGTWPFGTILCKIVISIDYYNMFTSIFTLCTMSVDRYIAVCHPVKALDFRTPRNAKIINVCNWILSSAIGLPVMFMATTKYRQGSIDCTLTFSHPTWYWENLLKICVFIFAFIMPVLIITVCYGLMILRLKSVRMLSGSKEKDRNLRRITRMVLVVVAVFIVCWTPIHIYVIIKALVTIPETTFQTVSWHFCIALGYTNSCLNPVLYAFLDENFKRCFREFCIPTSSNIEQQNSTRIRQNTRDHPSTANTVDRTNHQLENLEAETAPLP
Target sequence (P41143 whole entry, looked up): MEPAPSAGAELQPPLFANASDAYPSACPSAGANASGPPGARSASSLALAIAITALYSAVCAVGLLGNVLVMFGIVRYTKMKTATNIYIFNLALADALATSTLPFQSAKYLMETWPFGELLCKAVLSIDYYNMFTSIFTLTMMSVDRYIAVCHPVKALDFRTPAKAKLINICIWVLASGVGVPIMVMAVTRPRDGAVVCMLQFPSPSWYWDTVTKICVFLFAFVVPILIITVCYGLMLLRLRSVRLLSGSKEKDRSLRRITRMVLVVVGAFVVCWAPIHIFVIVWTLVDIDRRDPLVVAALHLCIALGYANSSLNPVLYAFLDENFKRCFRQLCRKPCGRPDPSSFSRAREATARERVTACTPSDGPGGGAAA
MOR-DOR inv ag – inverse agonists of human mu-delta opioid receptor heterodimerization; inhibition, % at 9.3 µM; 340,000 compounds, 0.21% hits; cell-based MOR-DOR heterodimer luminescence, inverse agonism; P35372+P41143; in the data active = inhibition above about 22%, passing the limit was not always enough;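 note: 0% = cells with DMSO and 100% = wells without cells with DMSO; values of inactives mirror those of a sister screen read the other way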
HTR5A ag – activates human HTR5A in OPRM1-OPRD1 agonist counter-screen; P47898; HTR5A agonist assay, luminescence, cell-based; activation, % at 9.3 µM; 340,000 compounds, 0.61% hits; in the data active = activation mostly above about 9.5%, no sharp cut-off; inactive = mostly below about 7.6%;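 note: 0% = cells with vehicle only and 100% = reference agonist; strong numbers were not always called active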
DAGLB inhibitor – diacylglycerol lipase beta (human) inhibition. Q8NCG7. HEK293T DAGLB membrane lysate, EnzChek fluorogenic substrate. inhibition, % at 5.17 µM. 340,000 compounds, 0.059% hits; in the data active = inhibition above about 34%;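 note: 0% = enzyme with vehicle and 100% = wells lacking enzyme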
An asterisk follows results filed as active; · = no result given.

Compound | HTR5A ag | PKA-R1A activ | V-ATPase pHluor | HTR5A inv ag | MOR-DOR inv ag | Arrestin-AP2 inh | PKA-R2B activ | DAGLB inhibitor | Pemphigus Ab inh | OPRM1-OPRD1 ag
COc1ccc(NC(=O)CSc2nc(-c3ccco3)nc3cc(=O)[nH]n23)cc1Cl | -3 | -13 | -3 | 11 | 9 | 18 | -4 | 0 | 99 | -1.7
COc1ccc(Cl)cc1NC(=O)NCc1ccco1 | -2 | -4 | -1 | -3 | 5 | 4 | 2 | -2 | 103 | -0.8
Cc1cc(C)c(NC(=O)CNC(=O)CN2C(=O)NC3(CCCc4ccccc43)C2=O)c(C)c1 (configuration not stated) | -3 | -12 | -5 | -15 | 9 | -10 | -3 | -1 | 92 | -1.6
COc1ccc([C@@H]2[C@@H]3C(=O)N(C(C)(C)C)C(=O)[C@@H]3[C@]3(Cc4ccc(Cl)cc4)C(=O)N(c4ccc(OC)cc4)C(=O)N23)cc1 | 4 | -3 | 2 | 13 | 6 | 0 | -2 | -1 | 106 | -1.0
COc1ccc(C(=O)OCC(=O)Nc2cccc(S(=O)(=O)NC3=NCCCCC3)c2)cc1[N+](=O)[O-] | -3 | 5 | 2 | 8 | 1 | 0 | 1 | 1 | 119 | -0.3
O=C(Nc1cccnc1)c1sc(Nc2ccccc2)nc1-c1ccccc1 | 0 | -8 | 0 | 0 | -15 | 6 | -3 | 3 | 97 | 2.5
CCC(CC)c1nnc(NC(=O)c2ccc3ccccc3n2)s1 | 0 | -12 | 0 | -7 | -12 | 10 | -5 | -3 | 13* | 2.1
COc1cc(OC)cc(C(=O)NCCCNC(=O)c2ccccn2)c1 | -4 | -9 | -4 | -4 | 11 | -8 | -1 | -3 | 104 | -3.3
COc1cccc(/C=N/NC(=O)c2ccc(COc3ccc(Cl)cc3Cl)o2)c1 | -1 | 7 | -1 | -19 | -1 | 9 | -4 | -5 | 108 | 0.2
Cc1ccc2nc(NCc3ccco3)c(C=NCc3ccco3)c(=O)n2c1 | -1 | -6 | 1 | -11 | 8 | 8 | 8 | 1 | 101 | -1.4
O=C(NNC(=O)c1cccc(-n2cccc2)c1)c1ccc(F)cc1 | -9 | -2 | 1 | 22 | 12 | 14 | 2 | 1 | 96 | -2.3
O=C1c2ccccc2C(=O)N1CCC#Cc1ccc2cc(CCCO)oc(=O)c2c1 | 2 | 5 | -1 | -10 | 18 | 10 | 3 | 0 | 93 | -3.9
CCOC(=O)c1nn(-c2ccc(Cl)cc2)c2nnc(Cc3ccccc3)c(=O)n12 | 1 | -8 | -2 | -2 | 1 | 4 | -5 | -3 | 118 | -0.1
COc1ccc2[nH]cc(CCNS(=O)(=O)c3ccc(C)cc3)c2c1 | 4 | 0 | -2 | -18 | 16 | -3 | 10 | 1 | 89 | -3.1
O=C(NC1CCCCC1)C(c1ccc(F)cc1)N(C(=O)Cc1ccsc1)c1ccc(F)cc1 (configuration not stated) | 5 | -1 | -3 | -6 | 18 | 10 | 1 | 0 | 101 | -3.3
COc1ccc(NC(=O)c2nc(SC)ncc2Cl)cc1 | 3 | -2 | -4 | -10 | 24 | -4 | -1 | -1 | 101 | -4.5
O=C(N/N=C\c1ccc(OCC(=O)N2CCCC2)cc1)C(=O)Nc1ccccc1F | 5 | -11 | -6 | -12 | 13 | 7 | 2 | 0 | 99 | -2.4
CC1=C(C#N)C(Nc2cccc(C)n2)(C(F)(F)F)C(=O)N1 (configuration not stated) | -2 | -15 | -2 | -1 | 4 | -6 | -14 | 1 | 101 | -0.7
COc1ccccc1NC(=S)NC(NC(=O)CC(C)C)C(Cl)(Cl)Cl (configuration not stated) | -1 | -5 | -2 | -9 | -3 | -5 | -7 | 2 | 103 | 0.6
CCOC(=O)c1c(SCCN2CCCC2)n(-c2ccccc2)c(=S)n(-c2ccccc2)c1=O | -4 | 0 | 6 | 14 | 58* | 11 | 1 | -3 | · | -12
COc1cc(NC(=O)c2ccccc2Cl)ccc1NC(=O)c1ccco1 | 2 | 5 | 0 | -14 | -2 | 5 | -4 | -1 | 101 | 0.3
COc1cccc(NC(=S)N2CCn3cccc3C2c2cccnc2)c1 (configuration not stated) | -1 | 13 | 5 | 3 | 7 | 47 | 12 | -2 | 117 | -1.4
CC1CCCCN1S(=O)(=O)c1ccc(S(=O)(=O)NCCc2ccncc2)cc1 (configuration not stated) | 12 | -3 | 4 | -27 | -8 | 6 | -7 | 1 | 96 | 1.3
O=C(CSc1nnc(-c2n[nH]c3ccccc23)n1-c1ccccc1)Nc1cccc(Cl)c1 | 8 | -7 | 0 | -20 | -58 | -3 | -2 | -2 | 101 | 9.7
COc1ccc(S(=O)(=O)NN=C2CCCCC2)cc1 | 8 | 5 | -3 | -46 | 8 | -1 | -6 | -2 | 104 | -1.5
O=C(COc1ccccc1)NC(=S)Nc1cccc(NC(=O)c2ccccc2Cl)c1 | -1 | -6 | 0 | 4 | 3 | 3 | -8 | -5 | 103 | -0.5
Cc1cccc2c1NC(=O)C2=Nc1ccc(Cl)cc1 | -5 | -5 | 5 | 2 | 55* | 1 | -11 | 1 | 97 | -11
Cc1ccc2nc(-c3ccc(N4C(=N)SC5CS(=O)(=O)CC54)cc3)sc2c1 (configuration not stated) | 1 | -2 | 0 | 9 | 9 | -5 | 3 | 1 | 100 | -2.1
Cc1ccc(/C=N/NC(=O)c2sccc2OCc2ccc(F)cc2)cc1 | -5 | -20 | 0 | 2 | 6 | -1 | -13 | -7 | 107 | -1.0
O=C(OCC(=O)N1CCCC1=O)c1cccc(S(=O)(=O)N2CCOCC2)c1 | 3 | -1 | -5 | 18 | 5 | 5 | -4 | -2 | 104 | -0.9

Going on with the list:
Compound | HTR5A ag | PKA-R1A activ | V-ATPase pHluor | HTR5A inv ag | MOR-DOR inv ag | Arrestin-AP2 inh | PKA-R2B activ | DAGLB inhibitor | Pemphigus Ab inh | OPRM1-OPRD1 ag
O=C(NC1(C(F)(F)F)NC(=O)N(Cc2ccccc2)C1=O)c1cccnc1 (configuration not stated) | 8 | 4 | 5 | -22 | 9 | 5 | 6 | -3 | 110 | -1.6
CCOc1ccc(NC(=O)CN2C(=O)CCSc3ccc(S(=O)(=O)N4CCCC4)cc32)cc1 | -4 | 0 | 2 | -17 | 9 | 3 | -3 | 1 | 103 | -1.8
COc1ccccc1CN(C)CC(=O)Nc1ccccc1-c1ccccc1 | -1 | -25 | -18 | 3 | -41 | -6 | -2 | -22 | 102 | 7.4
Cc1ccc(CSc2nc3ccncc3n2CC(=O)Nc2cc(C)cc(C)c2)cc1 | · | 8 | -5 | · | · | 14 | 8 | -1 | 98 | ·
COC(=O)C1=C(C)N(Cc2ccccc2)C(=NCc2ccccc2)N[C@H]1c1cccc(C(F)(F)F)c1 | 13* | 1 | 4 | -76 | -83 | -8 | 2 | -1 | 112 | 15
Cc1cc(C(=O)Cn2cnc3ccccc3c2=O)c(C)n1C1CC1 | 1 | -2 | -2 | -3 | -2 | -11 | -6 | -5 | 106 | 0.5
CCc1ccc(C2CC(=O)NC(SCC(=O)OC(C)C)=C2C#N)cc1 (configuration not stated) | 0 | -7 | 1 | 0 | -8 | 24 | -11 | 1 | 97 | 1.4
Cc1nn2c(NCCN(C)C)c3c(nc2c1-c1ccccc1)CCC3 | 1 | 2 | 5 | -49 | 1 | -8 | -10 | -3 | 112 | -0.1
CC1CN(CC(=O)Nc2ccc([N+](=O)[O-])cc2Br)CC(C)O1 (configuration not stated) | 9 | -6 | 6 | 10 | 14 | -9 | -20 | 0 | 99 | -3.0
O=C(NCC(=O)N1CCN(Cc2ccccc2)CC1)c1cc(Cl)cc([N+](=O)[O-])c1 | -5 | 1 | 0 | 12 | -18 | -2 | -6 | 0 | 108 | 4.2
O=C(c1cccs1)N(c1ccc(Br)cc1)C1C=CS(=O)(=O)C1 (configuration not stated) | 6 | -1 | -7 | -16 | 16 | 5 | 5 | -2 | 101 | -3.1
Cc1c(N(CC(=O)O)S(=O)(=O)c2ccccc2)c(=O)n(-c2ccccc2)n1C | -2 | -8 | -2 | 25 | 12 | -9 | -3 | -3 | 94 | -2.3
COc1ccc([N+](=O)[O-])cc1NC(=O)CCN1CCN(c2ccccc2)CC1 | -2 | 5 | -1 | 5 | -10 | -2 | -4 | 1 | 101 | 1.8
COC(=O)c1ccc(/C=C2\Oc3ccccc3NC2=O)cc1 | 0 | -6 | -16 | 0 | -21 | -15 | -5 | -1 | 100 | 3.6
C=CCNC(=O)c1onc(CSc2ccccc2C)c1C(=O)O | 1 | 1 | 13 | -20 | 6 | 5 | -12 | 3 | 103 | -1.1
CCOC(=O)N1CCN(C2CC(=O)N(c3ccc(C)cc3)C2=O)CC1 (configuration not stated) | 3 | -8 | -3 | 10 | 5 | 11 | -7 | -2 | · | -1.1
CN(C(=O)CSc1nnc(C(F)(F)F)n1C)c1c(N)n(Cc2ccccc2)c(=O)[nH]c1=O | · | -7 | -1 | · | · | · | -1 | -5 | 102 | ·
Cc1ccc(F)cc1CNC(=O)C1CCC(=O)N(CCCN2CCCC2=O)C1 (configuration not stated) | 0 | 9 | 8 | -1 | 14 | -4 | -3 | -1 | 99 | -2.5
Cc1cc(C)cc(OCC(=O)NCc2nc(-c3ccccc3)no2)c1 | 1 | -5 | 0 | -2 | -27 | -3 | -3 | -6 | 102 | 4.4
O=C(c1ccco1)N1CCN(Cc2c(F)cccc2Cl)CC1 | 1 | -6 | -6 | -2 | 5 | -1 | -1 | 3 | 110 | -0.9
O=C(O)CCCCCN1C(=O)CCC1=O | 0 | -3 | -4 | 15 | 6 | 0 | 5 | 0 | 90 | -1.0
O=C(N[C@H]1C/C=C\C[C@H](CC(=O)N(CCO)Cc2ccccc2)C(=O)N[C@H](Cc2c[nH]c3ccccc23)COC1=O)OCC1c2ccccc2-c2ccccc21 | -1 | 10 | -2 | -7 | -154 | -1 | -3 | 3 | 83 | 29*
Cn1cc(S(=O)(=O)N2CCNCC2)cc1C(N)=O | -5 | 7 | -1 | 13 | 10 | -1 | -2 | 2 | 95 | -2.2
CCN1CCN(C(c2cccs2)C(C)NS(=O)(=O)c2ccc(C)cc2)CC1 (configuration not stated) | 3 | 0 | 1 | -3 | -3 | · | -5 | 1 | 108 | 0.4
Cc1ccc(S(=O)(=O)NN=C2C(=O)C3CCC2C3Cl)cc1 (configuration not stated) | -2 | 5 | 4 | 8 | 16 | -11 | -8 | 2 | 101 | -3.7
O=C(CSc1cccc[n+]1[O-])c1ccccc1Br | 2 | -12 | -2 | -20 | 13 | 26 | 0 | -1 | 115 | -2.6
CCCOc1ccc(S(=O)(=O)NCCCN2CCOCC2)c2ccccc12 | -3 | -3 | -6 | 5 | 11 | 3 | -13 | 0 | 104 | -2.5

Screening data deposited in PubChem BioAssay by several laboratories.
